# TSG101-PTAP inh: blocks PTAP/TSG101 interaction to inhibit HIV-1 budding; Fluorescence polarization, FITC-PTAP peptide / Tsg101 binding; Potency, µM (titrated, usually from 115 µM), for the others: top-dose activity change, negative = inhibition, hits mostly inhibitors; 340,000 tested, under 10 active; active = well fitted inhibition curve with a large enough effect in the main read-out, with a control signal flat, not every such curve was filed as active; inconclusive = small, poorly fitted or top-dose-only effect, or effect the other way, or a change in a side signal; inactive = no such curve, though single readings can be large or run the other way; also: potency is read from the fitted curve at half-maximal effect; % of control where 0% means no effect
# Target sequence (Q99816 whole entry, looked up): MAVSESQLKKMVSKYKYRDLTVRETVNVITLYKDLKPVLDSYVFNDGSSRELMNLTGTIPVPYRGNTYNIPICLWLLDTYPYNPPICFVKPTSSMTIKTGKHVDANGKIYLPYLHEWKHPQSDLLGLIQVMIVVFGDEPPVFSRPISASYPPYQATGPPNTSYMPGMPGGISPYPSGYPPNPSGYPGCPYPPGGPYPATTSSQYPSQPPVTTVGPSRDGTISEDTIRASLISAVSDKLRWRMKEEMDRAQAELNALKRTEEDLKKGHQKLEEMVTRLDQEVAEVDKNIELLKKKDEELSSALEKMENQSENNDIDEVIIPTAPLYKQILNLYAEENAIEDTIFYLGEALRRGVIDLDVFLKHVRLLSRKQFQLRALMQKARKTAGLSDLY
#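 Fluorescence polarization binding of Tsg101 binding domain (10 uM final) to FITC-labeled PTAP peptide (50 nM final) in HEPES pH 7.5 buffer with NaCl, Tween 20, EDTA, TCEP. Compounds added before peptide; binding 20 min at RT.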
# TCR activator: activators of T cell receptors | primary human leukocytes, anti-CD3, IL-2 HTRF, 48 h | Potency, µM (titrated, usually from 9.22 µM), for the others: at the top dose activation of IL-2 secretion, most hits filed as activators | 330,000 tested, under 10 active; also: % of control where 0% means no effect
#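 Primary human leukocytes were stimulated with a-CD3 beads plus compounds for 48 hr without co-stimulation; secreted IL-2 was quantified by HTRF using a-IL-2-K (europium cryptate) and a-IL-2-d2, excited at 320nm with acceptor emission read at 665nm.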
# a7 integrin act: activators of alpha7 integrin expression for muscular dystrophy | alpha7betagal myoblasts, beta-gal FDG fluorescence, 48 h | Potency, µM (titrated, usually from 38.3 µM), inactives show top-dose activation, usual class: activators | 0.064% of 350,000 active;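 also: potency is read from the fitted curve at half-maximal effect; 100% = response of the positive control SU9516; nearly all actives have a fitted effect of over 60% in size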
#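 Alpha7betagal+/- myoblasts (passage 13) were plated 16-24 hr, then exposed to compounds (1:260 dilution of DMSO stock) for 48 hours at 37C. After MPER lysis, β-galactosidase reporter activity was read as FDG fluorescence (ex 480/em 540) after 30 minutes.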
# ASM inhibitor: blocks human secretory acid sphingomyelinase; P17405; placental ASM, HMU-PC fluorogenic substrate, 60 min; 0.006% of 340,000 active; Potency, µM (doses to about 57.5 µM), for inactives: top-dose activity change, negative = inhibition, usual class: inhibitors; also: potency is read from the fitted curve at half-maximal effect
# Target sequence (P17405 47-631 limits assumed): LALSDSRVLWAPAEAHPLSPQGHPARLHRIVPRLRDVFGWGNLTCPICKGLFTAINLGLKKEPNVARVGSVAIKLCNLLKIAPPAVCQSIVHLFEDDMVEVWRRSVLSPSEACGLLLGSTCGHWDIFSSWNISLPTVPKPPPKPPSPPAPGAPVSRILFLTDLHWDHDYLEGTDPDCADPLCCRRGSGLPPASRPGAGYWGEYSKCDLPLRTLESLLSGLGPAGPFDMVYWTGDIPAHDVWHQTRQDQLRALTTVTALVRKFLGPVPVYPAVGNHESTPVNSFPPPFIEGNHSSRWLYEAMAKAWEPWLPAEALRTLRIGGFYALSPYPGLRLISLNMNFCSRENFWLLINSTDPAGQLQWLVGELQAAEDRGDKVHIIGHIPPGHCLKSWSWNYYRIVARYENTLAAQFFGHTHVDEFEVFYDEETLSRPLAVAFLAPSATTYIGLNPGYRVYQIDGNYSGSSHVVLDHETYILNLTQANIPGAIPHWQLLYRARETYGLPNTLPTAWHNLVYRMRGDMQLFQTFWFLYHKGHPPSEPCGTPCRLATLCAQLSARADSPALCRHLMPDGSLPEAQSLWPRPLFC
#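 Fluorescence read-out (Ex 386 nm, Em 447 nm) after stopping the reaction at pH 10. Enzyme: ASM from human placenta; substrate HMU-PC0, 9 uM final; 60 min, 37 °C. Compound preincubation 10 min, ambient temperature.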
# Numbers without * were called inactive; ? = inconclusive; [ ] = remark or other dose. Unless noted, calls follow the shape of the dose curve; as a rule, active = well fitted curve in the direction sought with a large enough effect; inconclusive = small, poorly fitted or top-dose-only effect, or another doubt; inactive = no such curve, though single readings can be large; an effect the other way counts as inactive or inconclusive. Only part of the results is shown (hit frequency here may not be typical).
TSG101-PTAP inh	TCR activator	a7 integrin act	ASM inhibitor	Compound
-4%	11%	25%	15%	Nc1nnnn1/N=C/c1ccccc1O
-1%	-3%	-11%	1%	CN(C)Cc1ccccc1CCc1ccccc1
-3%	2%	-15%	0%	O=C(/C=C/c1ccccc1)Nc1cccc(C(=O)N2CCCC2)c1
-1%	-6%	-5%	-4%	O=C(NC(Cc1ccc(O)cc1)C(=O)N=Nc1c(O)[nH]c2ccccc12)c1ccccc1 (centres undefined)
-1%	4%	-22%	-1%	CC(=O)Nc1ccc(NC(=O)c2c(C)c(-c3ccccc3)nc3ccccc23)cc1
0%	0%	-53%[inhibitor]	-3%	O=[N+]([O-])c1cc2no[n+]([O-])c2cc1N1CCCCC1
3%	0%	21%	-1%	CC(=O)C1=C(C)N=c2s/c(=C/c3ccc4c(c3)OCO4)c(=O)n2C1c1ccc(N(C)C)cc1 (centres undefined)
-4%	10%	5%	0%	O=C(NCc1cccs1)c1cc(-c2ccccc2)nn1CC1CC(c2cccnc2)=NO1 (centres undefined)
-5%	-4%	12%	3%	Cc1cc(C)c(C(=O)CC(=O)c2cccnc2)c(C)c1
-1%	6%	-11%	0%	Cc1ccc(OC(=O)c2ccccc2)cc1C

# Overlap with the part before: 4 entries; new compounds follow.
TSG101-PTAP inh	TCR activator	a7 integrin act	ASM inhibitor	Compound
3%	0%	21%	-1%	CC(=O)C1=C(C)N=c2s/c(=C/c3ccc4c(c3)OCO4)c(=O)n2C1c1ccc(N(C)C)cc1 (centres undefined)
-4%	10%	5%	0%	O=C(NCc1cccs1)c1cc(-c2ccccc2)nn1CC1CC(c2cccnc2)=NO1 (centres undefined)
-5%	-4%	12%	3%	Cc1cc(C)c(C(=O)CC(=O)c2cccnc2)c(C)c1
-1%	6%	-11%	0%	Cc1ccc(OC(=O)c2ccccc2)cc1C
0%	-1%	-18%	?	CC(=O)c1ccc2c(c1)CC1(C2)Cc2cc3c(cc2C1)C(=O)CC3 (centres undefined)
1%	7%	23%	59%[activator]	c1ccc2cc(N3CCCCC3)ccc2c1
-9%	-5%	6%	189%[activator]	CC(C)(C)c1ccc(C2=CC(c3ccccc3F)n3ncnc3N2)cc1 (centres undefined)
0%	3%	27%	-5%	COc1ccc(N2CC(C(=O)Nc3nnc(SCC(=O)NCC4CCCO4)s3)CC2=O)cc1 (centres undefined)
0%	5%	8%	-2%	Cc1cccc(C(=O)NNC(=O)c2ccco2)c1O
-1%	1%	25%	?	Cn1c(=O)n(CC(=O)OCc2ccccc2)c(=O)c2c1nc1n2CCCN1C1CCCCC1
-3%	5%	-7%	-1%	O=C(NC1CCCCCCC1)c1c(Cl)cccc1Cl
-1%	-21%	15%	2%	O=C1C(O)CCN1C1CCCCC1 (centres undefined)
-4%	4%	-25%	1%	Cc1c(O)c2ccccc2n(-c2ccccc2)c1=O
-4%	6%	8%	0%	Nc1nccc(SCc2ccccc2)n1

# Entries shown so far with an aryl thioether with sulfur outside any ring:
TSG101-PTAP inh	TCR activator	a7 integrin act	ASM inhibitor	Compound
0%	3%	27%	-5%	COc1ccc(N2CC(C(=O)Nc3nnc(SCC(=O)NCC4CCCO4)s3)CC2=O)cc1 (centres undefined)
-4%	6%	8%	0%	Nc1nccc(SCc2ccccc2)n1

# The results go on.
TSG101-PTAP inh	TCR activator	a7 integrin act	ASM inhibitor	Compound
1%	-4%	1%	0%	O=S(Cc1ccccc1)Cc1ccccc1
0%	2%	-17%	-4%	Cc1ccc(-c2csc(/C=C3/SC(C)C(=O)N3CC(=O)Nc3ccccc3F)n2)cc1 (centres undefined)
-2%	-14%	-14%	0%	C[C@H]1Oc2ccccc2C(=O)C1C(=O)c1ccccc1 (some centres undefined)
0%	-2%	-4%	1%	CCOC(=O)Nc1c(Cl)[nH]c(=O)n(C)c1=O
-2%	2%	-9%	6%	CCCNc1nc(C)cc(-c2cc(C(=O)Nc3ccccc3)on2)n1
0%	9%	9%	0%	NNC(=O)c1ccccc1CO
-3%	4%	-32%	5%	COc1ccc(OC)c(CN2CCN(C(=O)c3ccc(C)c(S(=O)(=O)Nc4ccccc4OC)c3)CC2)c1
-1%	4%	0%	-3%	O=c1oc(=O)c2ccccc2c2ccccc12
-1%	-3%	14%	0%	COC(=O)C(C(=O)OC)[C@@H]1C=C[C@H](C[N+](=O)[O-])N(C(C)=O)C1
-5%	6%	9%	6%	Cc1coc2c(C)c3oc(=O)cc(-c4ccccc4)c3cc12
2%	16%	31%	-2%	c1ccc(CSc2ncnc3c2ncn3C2CCCCO2)cc1 (centres undefined)
0%	-4%	0%	261%[activator]	O=C(CSCC(=O)NN=Cc1ccccc1O)NN=Cc1ccccc1O
-6%	4%	17%	20%	CC(=O)OC(C=C(C)C)C/C(C)=C/COc1c2ccoc2cc2oc(=O)ccc12 (centres undefined)
-8%	0%	-3%	-13%	CCCC(=O)N1CCN(c2ccc(NC(=O)c3ccc(N4CCCC4)c([N+](=O)[O-])c3)cc2Cl)CC1
0%	-9%	-33%	-2%	CN(CC(=O)Nc1cccc(F)c1)C(=O)C1CCC(C(=O)N(C)CC(=O)Nc2cccc(F)c2)CC1 (centres undefined)
-4%	0%	?	0%	O=[N+]([O-])c1ccc2nc[nH]c2c1
1%	-5%	-3%	0%	CCOc1ccc(OCC(=O)OCC(=O)N2CCN(S(=O)(=O)c3ccc(C)cc3C)CC2)cc1
-1%	-2%	0%	-1%	CC(C)(C)OC(=O)N(Cc1ccccc1)Cc1ccc(OCc2cccc(NC(=O)c3ccccc3)c2)cc1
-1%	-4%	-28%	4%	Cc1ccc(NC(=O)Cn2c(=O)ccn(Cc3ccccc3)c2=O)cc1S(=O)(=O)N1CCOCC1
-1%	8%	-5%	-3%	O=CNC1c2ccccc2CCc2ccccc21
-2%	-7%	-60%[inhibitor]	-8%	O=C(CN(c1ccc(Br)cc1)S(=O)(=O)c1ccc(Cl)c([N+](=O)[O-])c1)NCC1CCCO1 (centres undefined)
-2%	3%	4%	3%	CN1CCN(C(=O)c2ccc(-c3nn(C)c(=O)c4ccccc34)cc2)CC1
?	1%	3%	357%[activator]	COc1ccc2nc3ccccc3[n+]([O-])c2c1
-1%	6%	-9%	-2%	Cc1c(C(=O)NN2CCOCC2)cccc1[N+](=O)[O-]
-10%	9%	-23%	1%	C=C1CCN([C@@H](CC(C)C)C(=O)NCc2ccc(Cl)c(Cl)c2)S(=O)(=O)c2ccccc21
0%	1%	4%	0%	CC(=O)c1nn(-c2ccc(Cl)cc2)cc1C(=O)c1ccc(C)cc1
-4%	11%	-45%	6%	Cc1cccnc1Oc1ncccc1N
1%	-4%	-27%	-3%	COc1ccc(C(=O)NCC(c2ccccc2)c2ccccc2)cc1S(=O)(=O)N1CCOCC1
-5%	1%	-1%	2%	COC(=O)C[C@H]1c2ccc(C(F)(F)F)cc2S(=O)(=O)N1Cc1ccccc1
-1%	-5%	-18%	-6%	CC(=NNC(=S)SCc1ccccc1)c1ccccn1

# Three entries picked at random from the list so far, as already listed:
TSG101-PTAP inh	TCR activator	a7 integrin act	ASM inhibitor	Compound
-10%	9%	-23%	1%	C=C1CCN([C@@H](CC(C)C)C(=O)NCc2ccc(Cl)c(Cl)c2)S(=O)(=O)c2ccccc21
-2%	-14%	-14%	0%	C[C@H]1Oc2ccccc2C(=O)C1C(=O)c1ccccc1 (some centres undefined)
0%	-1%	-18%	?	CC(=O)c1ccc2c(c1)CC1(C2)Cc2cc3c(cc2C1)C(=O)CC3 (centres undefined)

# Continued:
TSG101-PTAP inh	TCR activator	a7 integrin act	ASM inhibitor	Compound
-1%	-8%	16%	-2%	Cc1ccc(NC(=O)c2cc(C(=O)Nc3ccc(C)cc3)n(C)n2)cc1
0%	-13%	-23%	-2%	OC(c1ccc2ccccc2n1)c1c(Cl)cccc1Cl (centres undefined)
-3%	0%	-56%[inhibitor]	1%	CC(C)Cc1ccc(C(C)CC2=CCC(CN(C)C)C2=O)cc1 (centres undefined)
-7%	6%	16%	-1%	COC(=O)c1ccccc1NC(=O)CC(NCc1ccccc1)C(=O)O (centres undefined)
0%	5%	6%	-2%	CCCCSc1nc2c([nH]1)c(=S)n(C)c(=O)n2C
0%	-3%	-17%	0%	Cc1cccc(OCC(=O)Nc2nonc2NC(=O)COc2cccc(C)c2)c1
0%	1%	-65%[inhibitor]	-4%	CN(C)CC/C=C1\c2ccc(F)cc2Sc2cc(F)c(Cl)cc21
-5%	-2%	0%	-2%	COc1ccc(S(=O)(=O)N2CCOCC2)cc1NC(=O)c1ccc(S(=O)(=O)N2CCCCC2)cc1
-3%	-2%	-9%	-1%	O=C(NCCCN1CCCC1=O)c1cc(S(=O)(=O)N2CCN(c3ccccc3)CC2)ccc1Cl
-5%	-1%	33%	1%	CC1(CCCN2C(=O)c3ccccc3C2=O)OCCO1
0%	3%	21%	0%	COCC(=O)N1CCC2CC1c1c(-c3ccc(C(F)(F)F)cc3)cccc12 (centres undefined)
0%	2%	-9%	-2%	CCc1cccc2c1NC(=O)C2=O
-3%	4%	0%	-2%	CCOC(=O)C1C(=O)C(=O)N(C(C)C)C1C(=O)OCC (centres undefined)
-8%	-53%	1%	4%	Cc1ccc(S(=O)(=O)N(CCC(=O)NCC(c2ccccc2)N(C)C)c2ccccc2)cc1 (centres undefined)
-1%	1%	-9%	-9%	O=C(NCCCOc1ccc([N+](=O)[O-])cc1Cl)OCc1ccccc1
-3%	-3%	-17%	-5%	CCNC1(C(N)=O)CCN(Cc2ccccc2)CC1
-7%	-5%	3%	0%	COC(=O)c1ccccc1S(=O)(=O)N1CCC(C(=O)Nc2ccccc2N2CCOCC2)CC1
-1%	-3%	15%	-2%	O=C(NCC(=O)N(c1ccccc1)C(C(=O)NC1CCCC1)c1ccncc1)c1ccco1 (centres undefined)
-9%	0%	1%	33%[activator]	CCOP(=O)(Nc1cccc2oc(=O)c3ccccc3c12)OCC
-2%	5%	10%	4%	COc1ccccc1N1CCN(c2nc(C)cc(=O)[nH]2)CC1

# By substructure: the compounds so far containing two or more sulfur atoms (five)
TSG101-PTAP inh	TCR activator	a7 integrin act	ASM inhibitor	Compound
0%	3%	27%	-5%	COc1ccc(N2CC(C(=O)Nc3nnc(SCC(=O)NCC4CCCO4)s3)CC2=O)cc1 (centres undefined)
0%	2%	-17%	-4%	Cc1ccc(-c2csc(/C=C3/SC(C)C(=O)N3CC(=O)Nc3ccccc3F)n2)cc1 (centres undefined)
-1%	-5%	-18%	-6%	CC(=NNC(=S)SCc1ccccc1)c1ccccn1
0%	5%	6%	-2%	CCCCSc1nc2c([nH]1)c(=S)n(C)c(=O)n2C
-5%	-2%	0%	-2%	COc1ccc(S(=O)(=O)N2CCOCC2)cc1NC(=O)c1ccc(S(=O)(=O)N2CCCCC2)cc1

# Continued:
TSG101-PTAP inh	TCR activator	a7 integrin act	ASM inhibitor	Compound
-4%	-6%	11%	2%	Cc1cc(Cc2cc(C)c(O)c(CO)c2)cc(CO)c1O
0%	11%	-11%	47%[activator]	CN(C)c1ccc(C=NNC(=O)c2cccc3ccccc23)c(Cl)c1
-8%	2%	-46%[inhibitor]	9%	CN(Cc1cc(Cl)cc(Cl)c1O)Cc1c(O)ccc2ccccc12
0%	1%	-5%	7%	Nc1c(N(CCCO)C(=O)CCCN2C(=O)c3cccc4cccc(c34)C2=O)c(=O)[nH]c(=O)n1Cc1ccccc1
7%	-29%	-2%	?	O=[N+]([O-])c1ccc(C=NNc2ccccc2)cc1
-8%	5%	-21%	-5%	CC(C)(C)C(=O)N1CCN(c2ccc([N+](=O)[O-])cc2Cl)CC1
-6%	5%	7%	8%	O=C(NCc1cc(C(F)(F)F)cc(C(F)(F)F)c1)C1CC(c2ccccc2F)=NO1 (centres undefined)
-4%	0%	?	1%	O=C1NC(=O)C(c2ccccc2)(C2CCCC2)N1 (centres undefined)
-2%	0%	22%	369%[activator]	Nc1ccccc1C(=O)NC(=O)Nc1ccc(Oc2ncc(Br)cn2)c(Cl)c1
-7%	-2%	?	0%	Cn1c(COc2ccc(Cl)cc2)nnc1SCC(=O)NC1CCCCC1
-5%	-1%	20%	0%	O=S(=O)(N/N=C\C=C\c1ccccc1)c1ccccc1
-2%	1%	-7%	-1%	O=C1NC(=O)/C(=C\c2ccc(Cl)cc2Cl)N1
